Compound activity (PubChem BioAssay)
Giardia FBPA inh = Giardia lamblia aldolase inhibition; A8B2U2; purified Giardia FBPA; Potency, µM (doses to about 59.6 µM), without a hit: top-dose activity, negative = inhibition, actives largely listed as inhibitors; 0.71% of 290,000 active; AID 2451; further: potency means the concentration at half of the fitted maximal effect; on the % scale 0 is the no-effect control and ±100 the full control effect; nearly all actives have a fitted effect of over 55% in size
Target sequence (A8B2U2 whole entry, looked up): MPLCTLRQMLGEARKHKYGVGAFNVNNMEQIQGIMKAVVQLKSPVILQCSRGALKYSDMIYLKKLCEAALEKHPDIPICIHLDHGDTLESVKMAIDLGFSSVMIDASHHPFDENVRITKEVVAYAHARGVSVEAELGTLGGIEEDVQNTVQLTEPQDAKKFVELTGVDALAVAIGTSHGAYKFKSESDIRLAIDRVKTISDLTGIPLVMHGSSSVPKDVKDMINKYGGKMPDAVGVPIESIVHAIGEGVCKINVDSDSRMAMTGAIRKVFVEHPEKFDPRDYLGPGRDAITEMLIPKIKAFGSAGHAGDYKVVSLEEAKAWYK
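Giardia FBPA (40 nM reagent) was preincubated 10 min at RT with compound (up to 57.5 uM final), then substrate plus GAPDH/TPI/NAD/arsenate coupling system with diaphorase/resazurin was added; resorufin fluorescence (525/598 nm) was read after 20 min.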
Cycloheximide cs = counter-screen for Shiga toxin inhibitors: cycloheximide protein synthesis inhibition | max response, % | 12% of 300,000 active | cell reporter, cycloheximide protein synthesis inhibition counterscreen | AID 2314; in the data active means max response mostly above about 13%, no sharp cut-off; inactive means mostly below about 14%; further: read at 38.3 µM for the half of the compounds with a filed dose; 0% is about no effect
HCV inh = inhibitors of hepatitis C virus infection; Huh7.5.1 HCVcc-Cre infection, luciferase reporter, 44 h; Potency, µM (doses to about 41.8 µM), for inactives: top-dose activity change, negative = inhibition, usual class: inhibitors; 3.4% of 340,000 active; AID 651820; further: potency means the concentration at half of the fitted maximal effect; on the % scale 0 is the no-effect control and ±100 the full control effect
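Seed cells (1,000/well) for 4 h; treat with compound and infect with HCVcc-Cre, moi about 0.5. Incubate 44 h, then detect luciferase activity.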
Pf growth 48h = P. falciparum growth inhibition at 48 hours (one generation) | P. falciparum luciferase growth in erythrocytes, 48 h | Potency, µM (series often up to 28.7 µM), for inactives: top-dose activity change, negative = inhibition, most hits filed as inhibitors | 5.9% of 310,000 active; further: potency means the concentration at half of the fitted maximal effect; on the % scale 0 is the no-effect control and ±100 the full control effect
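Erythrocytes infected with P. falciparum carrying an integrated firefly luciferase reporter (2% hematocrit, 0.1% parasitemia final) were exposed to compounds in RPMI 1640 with 0.5% Albumax at 37 C, 5% CO2. Growth inhibition was scored as reduced luminescence.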
Shiga toxin inh = inhibitors of Shiga toxin in Vero cells; Vero cells, Shiga toxin protein synthesis inhibition reporter; inhibition, % at 38.7 µM; 9.2% of 290,000 active; AID 2315; in the data active means inhibition mostly above about 28%, no sharp cut-off; inactive means mostly below about 43%; further: 0% is about no effect
Pf growth 96h = inhibits malaria parasite growth, 96 h | P. falciparum luciferase reporter growth, 96 h | Potency, µM (doses to about 28.7 µM), for inactives: at the highest dose activity change, negative = inhibition, most hits filed as inhibitors | 6.9% of 320,000 active | AID 504834; further: potency means the concentration at half of the fitted maximal effect; on the % scale 0 is the no-effect control and ±100 the full control effect
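Luminescence readout: decreased luciferase signal marks inhibited growth of reporter-expressing P. falciparum in infected red cells (2% hematocrit, 0.05% parasitemia final), exposed to compound two generations (96 h, 37 C, 5% CO2).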
* hit, by the source's call; ? = inconclusive; / = no result given; & = joins results of further samples; [ ] = dose if it differs, or a comment. Unless noted, the call rests on the fitted dose curve; in most records, active means well fitted curve in the direction sought with a large enough effect; inconclusive means small, poorly fitted or top-dose-only effect, or another doubt; inactive means no such curve, though single readings can be large; an effect the other way counts as inactive or inconclusive.

SMILES	Giardia FBPA inh	Cycloheximide cs	HCV inh	Pf growth 48h	Shiga toxin inh	Pf growth 96h
O=C(NCc1ccc(Cl)cc1)c1ccc(CS(=O)Cc2cccc(Cl)c2)o1 (stereo not drawn)	/	-2.8	-18.1%	4.0%	0.9	-1.3%
O=C1CCc2cc(NS(=O)(=O)c3ccc([N+](=O)[O-])cc3)cc3c2N1CC3	/	/	?	-15.0%	/	0.1%
CCOC(=O)CNS(=O)(=O)c1c(C)noc1C	-1.3%	-3.7	25.9%	22.5%	12.2	5.6%
O=C(c1ccccc1C(=O)N1CCN(c2ccc(F)cc2)CC1)N1CCN(c2ccc(F)cc2)CC1	-2.6%	-3.2	-3.9%&-0.3%	?	1.7	/
Cc1ccc(/C=N/NC(=O)c2ccc3ccccc3c2)s1	-11.9%	27.8*	-27.0%	43.9%[activator]	46.5*	-6.2%
CCOC(=O)c1[nH]c2ccccc2c1NC(=O)C1CCCC1	7.5%	-5.7	-12.0%	15.1%	-13.0	-8.1%
CCN(CC)CCCNc1nc2ccccc2[nH]1	5.1%	-2.4	-0.7%	-8.1%	-3.4	?
O=C(NCCC1=CCCCC1)c1cccc2c1C(=O)N(C1CCCCC1)C2	-1.1%	1.2	?	?	-0.4	?
CCOC(=O)CSc1nc2sc3c(c2c(=O)n1C1CCCCC1)CCN(C)C3	3.1%	-1.9	?	1.47µM*	22.4	?
CCCCc1cc(=O)oc2c(C)c(OCC(=O)NCC3CCC(C(=O)O)CC3)ccc12 (stereo not drawn)	9.6%	0.5	-77.0%	40.3%[activator]	-4.0	10.4µM*
CC(=O)OCCOCn1cnn2c(=O)c(Br)c(C)nc12	0.3%	-3.4	8.6%	47.3%[activator]	-6.2	38.7%[activator]
CCOC(=O)C1CCN(C(=O)Cn2cnc3sc(C)c(S(=O)(=O)N4CCCCC4)c3c2=O)CC1	4.6%	-4.0	15.3%	?	-17.4	-15.8%
CSc1ccccc1C(=O)N1CCc2ccccc2C1	-8.8%	16.3*	19.4%	8.2%[5.75 µM]	45.6	32.4%[activator]
O=C(Nc1cc2c3c(c1)CC(=O)N3CCC2)C1CCCCC1	/	/	25.8%	4.9%	/	16.7%
O=C(C1CCN(S(=O)(=O)c2ccccc2)CC1)N1CCN(Cc2ccccc2)CC1	/	-2.0	/	-0.1%	-5.8	?
CCCCCn1c(SCC(=O)CC(=O)OCC)nc2cc(C(=O)N3CCC(C(N)=O)CC3)ccc2c1=O	-4.2%	-2.9	5.7%	?	-12.4	37.1%[activator]
CCCCOc1ccc(CNC(=O)NS(=O)(=O)c2ccc(OCC)cc2)cc1	8.9%	-6.5	-3.5%	-2.7%	-3.6	/
COc1ccc(C2=NN(C(C#N)c3ccc(OC)c(OC)c3)C(c3ccccc3)C2)cc1 (stereo not drawn)	-26.8%	43.1*	-27.9%	125.1%[activator]	112.8*	/
Cc1ccccc1NS(=O)(=O)c1ccc(C(=O)NCC(c2ccco2)N2CCCCC2)cc1 (stereo not drawn)	/	/	?	?	/	?
COc1ccccc1NC(=O)COc1ccc(Br)cc1CNC1CCCC1	0.3%	-1.7	?	11.7µM*	-9.2	7.2%
Cn1c(SCC(=O)c2ccc(O)c(O)c2)nnc1-c1ccccc1	?	10.5	-18.7%	/	28.8	-10.5%
CC(C)CCN1CCNC(=O)C1CC(=O)Nc1ccc(F)cc1 (stereo not drawn)	-1.5%	-5.7	6.6%	-12.8%	-10.9	39.3%[activator]
CC(=O)N1c2ccc(S(=O)(=O)NCC3CCC(C(=O)N4CCC(C)CC4)CC3)cc2CC1C (stereo not drawn)	0.7%	-3.0	-10.9%	-9.2%	-1.7	-16.8%
Cc1ccc(/C=C/C(=O)OCC(=O)NC(=O)NCc2ccccc2)cc1	/	/	22.2%	7.3%	/	-11.7%
CCCNC(=O)c1cc(-c2ccco2)on1	-3.3%	48.8*	-15.5%	445.2%[activator]	119.6*	-0.1%
Cn1c(=O)c2c(nc(SCC(=O)NCc3ccc4c(c3)OCO4)n2Cc2ccccc2)n(C)c1=O	-1.1%	0.9	2.3%&16.2%	4.2%	0.5	-13.1%
CCOc1ccc2nc(SCC(=O)Nc3cccc(S(=O)(=O)NC4=NCCCCC4)c3)[nH]c2c1	-23.6%	-1.2	-18.1%	11.7µM*	30.2	?
COc1ccccc1C(=O)Nc1nnc(SCC(=O)NCC2CCCO2)s1 (stereo not drawn)	/	40.3*	-1.2%	184.9%[activator]	114.7*	75.4%[activator]
CC1=C(C(=O)OCC2CCCO2)C(c2ccccc2)NC(=O)N1 (stereo not drawn)	0.0%	-4.6	5.9%	18.2%	-21.1	18.9%
COC(=O)C1=C(c2ccc(-c3ccccc3)c(F)c2)C[C@@H]2CC[C@H]1N2C(=O)NC(C)C	/	/	?	?	/	?
COc1ccc(/C=C2/SC(=S)N(CCCC(=O)Nc3ccc(O)cc3)C2=O)cc1OC	/	-3.6	?	-14.4%	-19.6	11.7µM*
CC(CC(=O)N(C)C1CCCCC1)S(=O)(=O)c1ccc2c(c1)NC(=O)CO2 (stereo not drawn)	6.4%	9.4	5.0%	12.7%	10.9	7.38µM*
O=S(=O)(c1ccc(F)cc1)N1CCCNCC1	-15.7%	-3.1	2.4%	32.6%[activator]	-2.3	53.5%[activator]
COC(C[C@H]1O[C@@H]1[C@H](O)COCc1ccccc1)OC	9.9%	-2.3	11.5%	?	-4.0	81.4%[activator]
CCC1=NN(C(=O)C(=O)Nc2ccccc2OC)C(O)(C(F)(F)F)C1 (stereo not drawn)	-6.7%	-1.9	14.4%	4.1%	2.3	9.1%
CCOCCCNCc1cccc(OC)c1	?	6.8	16.8%	11.3%	9.2	52.6%[activator]

Compound profiles, from the list above.
CC(CC(=O)N(C)C1CCCCC1)S(=O)(=O)c1ccc2c(c1)NC(=O)CO2 (stereo not drawn) is entered as Giardia FBPA inh: 6.4%; Cycloheximide cs: 9.4; HCV inh: 5.0%; Pf growth 48h: 12.7%; Shiga toxin inh: 10.9; Pf growth 96h: 7.38µM*
COc1ccc(/C=C2/SC(=S)N(CCCC(=O)Nc3ccc(O)cc3)C2=O)cc1OC is entered as Giardia FBPA inh: /; Cycloheximide cs: -3.6; HCV inh: ?; Pf growth 48h: -14.4%; Shiga toxin inh: -19.6; Pf growth 96h: 11.7µM*
CCC1=NN(C(=O)C(=O)Nc2ccccc2OC)C(O)(C(F)(F)F)C1 (stereo not drawn) is entered as Giardia FBPA inh: -6.7%; Cycloheximide cs: -1.9; HCV inh: 14.4%; Pf growth 48h: 4.1%; Shiga toxin inh: 2.3; Pf growth 96h: 9.1%

Additional compounds
SMILES	Giardia FBPA inh	Cycloheximide cs	HCV inh	Pf growth 48h	Shiga toxin inh	Pf growth 96h
O=[N+]([O-])c1ccc(NNS(=O)(=O)c2cc(Cl)ccc2Cl)nc1	/	39.7	5.7%	?	23.9	?
Cc1nn(CCC(=O)NNC(=S)Nc2ccc(F)cc2)c(C)c1[N+](=O)[O-]	3.8%	-1.3	?	12.8%	-6.5	?
CS(=O)(=O)NN1C(=O)c2ccccc2NC1c1cc2ccccc2nc1Cl (stereo not drawn)	-0.3%	15.6*	-2.2%	12.0%	-8.4	13.3%
Cc1[nH]nc(N=CC2=C(O)CC(C)(C)CC2=O)c1-c1ccccc1	-3.7%	1.4	?	35.4%[activator]	-4.9	28.5%
CC(=O)Nc1ccc(Cc2ccncc2)cc1	11.2%	6.6	12.9%	20.0%	-2.9	-24.5%
CC1=C(C(N)=O)C(c2ccc(F)cc2)n2nc(CCCO)nc2N1 (stereo not drawn)	-2.9%	5.2	7.4%	6.0%	-5.8	28.2%
CCC1(C)OCC(Cn2c3ccccc3c3ccccc32)O1 (stereo not drawn)	8.0%	-3.3	-7.1%	?	9.4	?
N#Cc1ccc(C23CC4(C2)[C@H](CN(Cc2ccc(-c5ccccc5)cc2)[C@@H]4c2ccccc2)C3c2ccccc2)cc1 (stereo partly drawn)	7.2%&3.6%	-1.7	-8.1%[8.37 µM]	1.9%	-6.3	?
Cc1ccc(C)c(OCCCCN2CCCCC2)c1	?	-1.8	-24.3%	-17.7%	-7.9	-17.3%
O=C(NCc1cccnc1)c1c(F)c(F)c(F)c(F)c1F	2.1%	11.9	-17.0%	-15.7%	-3.9	-11.9%
CCc1ccc(N(CC(=O)Nc2nc3ccc(C)cc3s2)S(=O)(=O)c2c(C)noc2C)cc1	-9.9%	4.3	?	/	-18.1	?
O=C(NC(=O)N1CCCc2ccccc21)c1ccccc1	2.8%	8.3	-6.7%	-14.4%	-2.3	?
Cc1cc(C)nc(NC(=NCCc2c[nH]c3ccccc23)NC(=O)Nc2ccc(Cl)cc2)n1	-1.7%	-3.4	11.2µM*	2.94µM*	-17.4	0.586µM*
CCN1C(=O)[C@@H]2[C@@H](c3ccc(-c4ccc5c(c4)OCO5)c(OC)c3)N3CCCC[C@@]3(C(=O)OC)[C@@H]2C1=O	/	/	-0.2%	4.65µM*	/	11.7µM*
COc1ccccc1NS(=O)(=O)c1cccc(C(=O)N/N=C/c2cn(-c3ccccc3)nc2-c2ccccc2)c1	1.3%	7.9	?	2.08µM*	7.4	2.94µM*
CC(=O)c1ccc(NC(=O)CN2CCC(C(=O)c3ccc4c(c3)OCCO4)CC2)cc1	13.4%	-2.7	-16.7%	-29.8%	-9.0	18.1%
C/C(=N\NC(=S)NCCc1ccccc1)c1cccc(Br)c1	-6.3%	1.2	-17.3%	3.3%	13.4	-32.2%
O=c1c(-c2ccccc2)n[nH]c2ccccc12	1.4%	73.6*	-25.8%	26.4%	72.1*	/
COc1ccc(CCNC(=O)c2sc(=S)n(C)c2N)cc1	0.9%	-2.6	-23.0%	14.5%	-18.2	1.85µM*
CC(=O)Nc1cc(C(=O)N(C)Cc2ccco2)ccc1Sc1ccc(Cl)cc1	5.3%	4.6	0.0%	-20.9%	6.8	285.1%[activator]
Cc1ccc(S(=O)(=O)n2ccc3c(OCCOCCSCC(NC(=O)OC(C)(C)C)C(=O)O)cccc32)cc1 (stereo not drawn)	0.4%	-2.2	-25.8%	?	2.8	9.28µM*
CC(Nc1ccc(F)cc1F)C(=O)NC(=O)NC1CCCCC1 (stereo not drawn)	-11.4%	-2.8	7.2%	-22.3%	-5.0	-1.9%
CCN(CC)S(=O)(=O)c1ccc2c(c1)c(=O)c(C(=O)NCCc1ccc(OC)c(OC)c1)cn2C	-4.7%	-1.8	-19.2%	?	1.6	?
CCOC(=O)N/N=C/c1cccc(Cl)c1Cl	-15.4%	40.3*	-4.9%	39.4%[activator]	78.5*	9.0%
Cc1nnsc1C(=O)Nc1cccc(Cl)c1	2.2%	10.8	2.4%	27.1%	30.0	10.9%
COc1ccc(OCCOC(=O)CCS(=O)(=O)c2ccc(C)cc2)cc1	/	/	4.9%	-15.5%	/	-1.5%
COc1ccccc1C(c1nnnn1CCc1ccccc1)N1CCCCCC1 (stereo not drawn)	0.0%	-0.6	?	?	-22.7	/
Brc1ccc(-c2nnc(-c3ccccc3)o2)o1	2.2%	30.6*	-13.6%	343.3%[activator]	71.5*	286.7%[activator]
Cc1c(C(=O)N2CCCCC2)c(S(=O)(=O)NCc2ccccc2Cl)c(C)n1C	11.3%	-3.2	4.3%	-10.7%	-2.0	13.1µM*
CCOc1ccc(NC(=O)CCC(=O)N/N=C/c2ccc([N+](=O)[O-])s2)cc1	8.2%	1.1	?	11.7µM*	-12.6	4.15µM*
Cc1ccc(O)c(N=Cc2sc3ccccc3c2Cl)c1	-20.8%	45.2*	-5.5%	?	73.1*	?
CCCCN(C(=O)c1ccc2c(c1)OCO2)C1CCS(=O)(=O)C1 (stereo not drawn)	/	/	4.1%	11.3%	/	5.6%
O=C(CN1CCc2ccccc2C1)Nc1ccc(Br)cc1	6.2%	14.6	-7.9%	/	17.5	-25.0%
COc1ccc(C(=O)N/N=C/c2cccnc2)cc1	1.0%	29.3*	6.3%	/	54.5*	12.6%
